TTR transcr act: activators of transthyretin transcription | SH-SY5Y TTR promoter Gaussia luciferase, luminescence; 100% = recombinant luciferase protein wells | activation, % at 16.7 µM | 1.3% of 92,000 active | AID 1117267;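 active = activation above the mean of all tested compounds plus 3 SD, cut at about 9.5% in these data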;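 note: cells exposed to compounds for one day before reading; 0% = median of all test compound wells on the plate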
The depositor's hits bear a star. Not all compounds are listed (hit frequency here may not be typical).

SMILES	TTR transcr act
C[C@@H]1CN([C@H](C)CO)C(=O)c2c(c3ccccc3n2C)-c2ccccc2CO[C@@H]1CN(C)S(=O)(=O)c1cccs1	-1.5
CC1CCc2nc(NC(=O)c3ccco3)sc2C1 (stereo not drawn)	-0.5
O=C(c1ccccc1)N1CCN(C(=O)c2ccc3c(c2)OCCO3)CC1	2.3
O=S(=O)(Cc1noc(-c2ccc(OC(F)(F)F)cc2)n1)c1ccc(F)cc1	-0.4
CC(C)(C#CCN1CCCCC1)OCCOC(c1ccccc1)c1ccccc1	0.0
Nc1nnnn1/N=C/C(Br)=C/c1ccccc1	-6.5
CC1(C)CC(NC(=O)c2c(N)no[n+]2[O-])CC(C)(C)N1	0.1
Cn1c(=O)c2c(ncn2CC(=O)OCC(=O)NNC(=O)c2ccc(Cl)cc2)n(C)c1=O	-0.4
O=C1S/C(=C\c2ccc(O)c([N+](=O)[O-])c2)C(=O)N1c1ccccc1Cl	-1.5
Cc1ccc(S(=O)(=O)c2ccc(Cl)cc2)cc1S(=O)(=O)N(C)CC(=O)O	-0.6
COc1ccccc1CN(C)S(=O)(=O)c1cccs1	-0.2
COc1ccc(C(CC(=O)O)NS(=O)(=O)c2ccc(C)cc2)cc1 (stereo not drawn)	0.8
CCOCCCNC(=O)C1CCC(CNS(=O)(=O)c2ccc(F)cc2)CC1 (stereo not drawn)	6.1
COC(=O)[C@@]1(Sc2ccc(OC)cc2)CC(=O)N[C@@H]1c1ccccc1	4.0
COCCn1cc(C(=O)N2CCC(C)CC2)c2c3ccccc3n(C)c2c1=O	0.5
O=C(CNC(=O)c1ccco1)OCc1ccc(C(=O)Oc2ccccc2)cc1	-1.2
COc1ccccc1CN(C(=O)c1cnccn1)C(C(=O)NC1CCCCC1)c1cc(OC)c(OC)c(OC)c1 (stereo not drawn)	0.1
Cc1nc(SCN2C(=O)c3ccccc3C2=O)n[nH]1	1.4
CCC(C)NC(=O)c1cc(Sc2nnc(C)s2)nc2ccccc12 (stereo not drawn)	6.5
Cc1ccc(SCc2nc3ccccc3[nH]2)cc1	4.2
Cn1cccc1/C=N/NC(=O)Cc1ccccc1	0.8
COCCOC1CCN(C(=O)c2cc(COc3ccc(-n4cncn4)cc3)on2)CC1	-0.3
C=C1SC(Nc2c(C)cc(C)cc2C)=NC12CCCCC2	-3.8
O=C(COc1ccccc1C(=O)c1cnn(-c2ccccc2)c1)Nc1ccccc1	-2.1
CN1C(=O)c2ccccc2C(C(=O)NCCCN2CCCC2=O)C1c1c[nH]c2ccccc12 (stereo not drawn)	2.2
O=C(NC1CCCCC1)c1ccc(CS(=O)(=O)c2ccc(Cl)cc2)o1	1.1
C[C@@H](NC(=O)[C@@H]1CCCN1C(=O)[C@@H]1CCCN1C(=O)c1ccc(Cl)cc1)c1ccccc1	1.4
Brc1ccc2nc(-c3ccco3)c(CC3CCCCC3)n2c1	0.7
COc1cccc(N2CCN(C(=O)CCCCCNc3nc(=S)[nH]c4ccccc34)CC2)c1	-4.3
O=C(NCCN1CCN(c2ccccc2F)CC1)C1c2ccccc2C(=O)N2CCc3ccccc3C12 (stereo not drawn)	-1.5
CC1CCN(C(=O)CNC(=O)Cn2ccc3ccccc3c2=O)CC1	0.3
CCOc1ccc(C)cc1S(=O)(=O)Nc1cccnc1	3.1
CCCCn1c(N)c(N(CCOC)C(=O)CN(C)S(=O)(=O)c2ccc(Cl)cc2)c(=O)[nH]c1=O	0.1
CCCC1=NN2C(=N)/C(=C\c3cc(C)n(-c4cc(C)cc(C)c4)c3C)C(=O)N=C2S1	-2.1
CSc1nc(=S)cc(C)[nH]1	-0.5
Cc1ccccc1/C=N/N1CCN(c2ccccc2)CC1	-0.5
CCOC(=O)N1CCN(C(=O)c2ccccc2NC(=O)c2ccc(OC)cc2)CC1	0.9
CC1CCN(C(=O)COC(=O)c2cc3ccccc3cc2O)CC1	-2.1
O=C(OCc1cn([C@@H]2CN(CC3CCCCC3)[C@@H](c3ccc(Cl)cc3)C[C@H]2O)nn1)c1ccccc1	-1.6
COc1ccc(-c2nsc(C(=O)N(c3ccc(F)cc3)C(C(=O)NC3CCCC3)c3ccc(OC)cc3)c2N)cc1 (stereo not drawn)	0.0
CCC(=NNS(=O)(=O)c1ccc(C)cc1)c1ccccc1	-1.2
O=C(C[n+]1ccccc1)Nc1nc2ccccc2s1	-0.1
O=C(Nc1ccc(Cl)cc1)C1Cc2c(-c3cccc(F)c3)ccnc2O1 (stereo not drawn)	1.4
Fc1cccc(Cc2c(-c3ccco3)nc3c(Cl)cc(C(F)(F)F)cn23)c1	-0.4
C[C@H](CO)N1C[C@H](C)[C@@H](CN(C)S(C)(=O)=O)Oc2ccc(NC(=O)NC3CCCCC3)cc2C1=O	5.4
CC(=O)c1cc(-c2ccccc2)n(CC(=O)NCc2cccs2)c1C	-1.9
O=[N+]([O-])c1ccc(Cl)cc1NCCCN1CCOCC1	0.5
Cc1nnc(SCC(=O)Nc2ccc(N(C)C)cc2)n(N)c1=O	2.7
C=CCn1c(SCC(=O)Nc2ccccc2-c2ccccc2)nc2cc(C(=O)O)ccc2c1=O	0.2
O=C(CSc1ccccc1)Nc1ccc2sccc2c1	0.5
Additional structures
SMILES	TTR transcr act
COc1ccccc1C(=O)Nc1ccc(Nc2ccccc2)cc1	0.3
O=c1c2ccccc2cnn1Cc1n[nH]c(=S)n1-c1ccccc1	-1.0
COc1ccc(NC(=S)N2CCN(c3ccccn3)CC2)cc1	-2.1
O=C(CN(C(=O)CCC(=O)Nc1ccccn1)c1ccc(F)cc1)NCc1ccc(F)cc1	1.6
COc1cccc(C(C2=C(O)CC(C)(C)CC2=O)C2C(=O)CC(C)(C)CC2=O)c1 (stereo not drawn)	0.9
Cc1cc(Cl)cc(Cl)c1OCCOc1cccc2cccnc12	-4.1
CCNc1nc(NC(C)CC)nc(Oc2ccc(OCC)nn2)n1 (stereo not drawn)	13*
CCN(CC)C(=O)c1oc2ccc(S(=O)(=O)N3CCCCCC3)cc2c1C	-3.1
CC(=O)c1sc(Nc2cccc(C)c2)nc1C	-1.6
COc1ccc(C2=NOC(C(=O)NCC(C)C)C2)cc1 (stereo not drawn)	1.6

Some of these compounds in order of SMILES length, largest number first.
SMILES	TTR transcr act
C[C@H](CO)N1C[C@H](C)[C@@H](CN(C)S(C)(=O)=O)Oc2ccc(NC(=O)NC3CCCCC3)cc2C1=O	5.4
C=CCn1c(SCC(=O)Nc2ccccc2-c2ccccc2)nc2cc(C(=O)O)ccc2c1=O	0.2
O=C(CN(C(=O)CCC(=O)Nc1ccccn1)c1ccc(F)cc1)NCc1ccc(F)cc1	1.6
Fc1cccc(Cc2c(-c3ccco3)nc3c(Cl)cc(C(F)(F)F)cn23)c1	-0.4
CCN(CC)C(=O)c1oc2ccc(S(=O)(=O)N3CCCCCC3)cc2c1C	-3.1
O=C(Nc1ccc(Cl)cc1)C1Cc2c(-c3cccc(F)c3)ccnc2O1 (stereo not drawn)	1.4
CC(=O)c1cc(-c2ccccc2)n(CC(=O)NCc2cccs2)c1C	-1.9
O=c1c2ccccc2cnn1Cc1n[nH]c(=S)n1-c1ccccc1	-1.0
Cc1nnc(SCC(=O)Nc2ccc(N(C)C)cc2)n(N)c1=O	2.7
O=[N+]([O-])c1ccc(Cl)cc1NCCCN1CCOCC1	0.5
Cc1cc(Cl)cc(Cl)c1OCCOc1cccc2cccnc12	-4.1
COc1ccc(C2=NOC(C(=O)NCC(C)C)C2)cc1 (stereo not drawn)	1.6
O=C(C[n+]1ccccc1)Nc1nc2ccccc2s1	-0.1
O=C(CSc1ccccc1)Nc1ccc2sccc2c1	0.5
CC(=O)c1sc(Nc2cccc(C)c2)nc1C	-1.6

Next records.
SMILES	TTR transcr act
Oc1ccc(/C=C/c2c(F)cccc2F)c2cccnc12	-2.5
CC(C)(C)NC(=O)C(=O)NNC(=O)COc1ccccc1	-0.3
COc1ccc(CN(C(=O)c2nsc(Cl)c2Cl)C(C(=O)NC2CCCC2)c2ccc(OC)cc2)cc1 (stereo not drawn)	0.0
O=C(CC1C(=O)Nc2ccccc2N1CC(=O)N1CCCC1)Nc1ccc(Br)cc1 (stereo not drawn)	-0.8
O=C(COC(=O)Cc1ccc(F)cc1)NCc1ccco1	-1.8
O=C1NC(=O)C2(N1)C(=O)c1cccc3cccc2c13 (stereo not drawn)	-0.4
CCOc1cc(S(=O)(=O)NCc2ccccc2)ccc1F	-2.7
O=C(NCc1ccccc1)C1CCN(c2nc(-c3ccc(Br)cc3)cs2)CC1	-0.8
Cc1cc2nc(NCCCO)n(CC(=O)c3cc(C(C)(C)C)c(O)c(C(C)(C)C)c3)c2cc1C	-8.4
O=C(CN(Cc1ccc(Br)cc1)S(=O)(=O)c1ccccc1)NCc1ccncc1	1.6
CCCc1ccc(OCC(O)CN2CCN(c3ccccc3)CC2)cc1 (stereo not drawn)	-2.3
Cc1csc(SCC(=O)Nc2sc3c(c2C#N)CCC3)n1	2.1
Cc1ccc(S(=O)(=O)N2CCC3CC2c2cc(Cl)ccc23)cc1 (stereo not drawn)	-1.6
Cc1cc2c(c(=O)n1Cc1ccccn1)C(c1ccc3c(c1)OCO3)C(C#N)=C(N)O2 (stereo not drawn)	3.8
CCOC(=O)Cn1c(C(C)=O)nc2ccccc21	0.3
COc1ccccc1Nc1ccc(S(=O)(=O)N2CCCCC2)cc1[N+](=O)[O-]	1.2
CC(C)c1ccc(/C=N/NC(=O)c2nnn(-c3nonc3N)c2CSC2=NCCS2)cc1	-1.9
COc1ccc(NS(=O)(=O)c2cccc(Cl)c2Cl)cc1S(=O)(=O)N1CCCCC1	-0.6
COc1ccc(NC(=O)CN(C)C(=O)c2ccc(-c3cccc(C(F)(F)F)c3)o2)cc1	0.8
O=C(O)C1CCCC2CN3CCc4c([nH]c5ccccc45)C3C(O)C21 (stereo not drawn)	2.1
Cn1cnc2nc3n(c2c1=O)CCC3	2.1
O=C(COc1ccccc1Cl)NCCCNC(=O)c1cnccn1	0.2
CN(CCC1CCOCC1)C(=O)C1CCC(=O)N(CCc2ccccc2)C1 (stereo not drawn)	0.3
Clc1ccc(-n2nnc(-c3nccs3)n2)cc1Cl	6.1
CSCC(=O)Nc1nc(-c2ccc3c(c2)OCCO3)cs1	-0.7
CCN1C(=O)C(=O)N(CC(=O)Nc2cccc(C(F)(F)F)c2)C1=O	4.8
CN=C(NC(=O)Nc1c(C)cccc1C)NC(=O)Nc1c(C)cccc1C	-0.8
O=C(N/N=C/c1cn(-c2cccs2)nc1-c1ccccc1)c1ccccc1Br	-1.9
O=C(COC(=O)c1ccco1)NCc1ccccc1Cl	-0.5
CN(C)c1ccc(C(=O)OCC(=O)NC2CCCCCC2)cc1	2.7
Cc1ccc(NCC(=O)N/N=C/c2ccc(OC(=O)c3ccco3)cc2)cc1	-2.1
N/C(Cc1ccc(Cl)cc1Cl)=N\OC(=O)Cc1ccccc1	-0.2
COc1ccc(Cl)cc1NC(=O)CN1C(=O)NC2(CCCC2)C1=O	1.1
CC(C)NC(=O)CSc1nnc(-c2ccco2)n1N	4.4
COC(=O)c1ccc(NC(=O)CN2CCC(NC(=O)c3ccccc3F)CC2)cc1	1.5
CN1CCN(C(=O)C2=C[C@@H](C(C)(C)C)C[C@@H](OCc3ccc(CO)cc3)O2)CC1	5.3
CC(C)CNC(=S)N1CCN(C)CC1	-1.9
C#CCN1N=C(c2ccc(C)cc2)CSC1=O	-0.7
CC(C)c1ccc(S(=O)(=O)N2CCN(CC(=O)c3ccc(O)c(O)c3)CC2)cc1	3.5
CCOC(=O)N1CCC(NC(=O)c2ccc(CS(=O)c3cccc(C)c3)o2)CC1 (stereo not drawn)	-0.3
COc1ccc2cc(-c3[nH]ncc3CN3CCCN(c4ccccc4)CC3)ccc2c1	-1.4
Cc1ccccc1-c1nc(S(=O)(=O)c2ccccc2)c(NCCCN2CCOCC2)o1	-2.1
COc1ccccc1NC(=O)CCc1nc(-c2cccs2)no1	3.5
N/C(=N\OC(=O)c1ccc2c(c1)OCO2)c1cccnc1	0.8
Cc1cc(C)n(CCC(=O)N/N=C/c2ccc(O)cc2O)n1	0.8
CCN(CC)S(=O)(=O)c1ccc(/C=C/C(=O)OCC(=O)NCc2ccco2)cc1	0.6
CCCCn1c(SCC(=O)N2CCOCC2)nnc1-c1ccoc1C	-0.4
Cc1ccc(OCC(=O)N(Cc2cccs2)C2CCS(=O)(=O)C2)cc1C (stereo not drawn)	8.5
Nc1c(-c2ccccc2)cnn1-c1cccc(C(F)(F)F)c1	9.3
Cc1nc2cc(C(=O)N3c4ccccc4CC3C)ccc2s1 (stereo not drawn)	-0.3
Following part:
SMILES	TTR transcr act
O=C(Cc1c(F)cccc1Cl)Nc1ncc([N+](=O)[O-])s1	-0.3
O=[N+]([O-])c1cccc(S(=O)(=O)Nc2ccc(S(=O)(=O)N3CCCC3)cc2)c1	2.4
COCCn1c(C(C)C)nc2ccccc21	-1.4
COC(=O)CSc1nnc(CNS(=O)(=O)c2ccc(Cl)cc2)n1C	0.7
C/C(N)=C(/C#N)C(=O)CSc1nnnn1-c1ccccc1	0.2
COc1ccc(NS(=O)(=O)c2ccc(OCC(=O)N3CCCC3)cc2)cc1	-1.9
CC(=O)c1cccc(Nc2ccc(Br)cc2)c1	-2.2
OCC1(Cc2cccc(Cl)c2)CCCN(Cc2cn[nH]c2C2CCCCC2)C1 (stereo not drawn)	0.6
CCNc1nc(N)c(C(=O)C23CC4CC(CC(C4)C2)C3)s1	-2.0
CC(C)Cn1nnc2c(=O)oc3ccccc3c21	-1.3
CCn1nnnc1SCC(=O)c1cc(Cl)ccc1OC	-0.8
CC(c1ccccc1F)n1cc(C(=O)NCCCn2ccnc2)nn1 (stereo not drawn)	-1.1
O=C(COC(=O)/C=C/c1ccccc1)NC1CCCCCC1	1.4
COC(=O)c1[nH]c2ccccc2c1NC(=O)c1c(F)cccc1F	-1.7
O=c1[nH]c(N2CCN(c3ccccc3)CC2)nc2c1CCC2	0.2
O=S(=O)(c1cc(Cl)cc(Cl)c1)N1CCN(c2nc(-c3cccs3)nc3ccccc23)CC1	-1.7
CCn1cc(C(=O)NCCCN2CCN(C)CC2)c(=O)c2cc(S(=O)(=O)N3CCc4ccccc4C3)ccc21	0.3
CCC(C)(C)n1nnnc1C(c1ccccc1OC)N1CCSCC1 (stereo not drawn)	-0.6
